Cardiac RTF inh: cardiac RTF calcium sensitivity inhibitors, primary screen, biochemical, IANBD-TnC fluorescence, EC70 calcium | IANBD-labeled cardiac RTF, Ca2+ fluorescence | inhibition, % at 7.15 µM | actives 0.12% (n = 340,000);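 active means inhibition above the mean inhibition of all tested compounds plus 3 SD, cut at about 17% in these data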;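 further: assay run at fixed EC70 calcium of 1.6 mM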
RTF Ca sens act: cardiac RTF calcium sensitivity activators, primary screen, biochemical, IANBD-TnC fluorescence, EC20 calcium; activation, % at 7.2 µM; actives 0.24% (n = 340,000); IANBD-labeled TnC RTF fluorescence at EC20 calcium; 0% EC20 calcium, 100% full calcium;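 active means activation above the mean over all tested compounds plus 3 SD, cut at about 30% in these data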;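 further: rise in fluorescence read as greater calcium sensitivity of cardiac thin filaments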
MOR-DOR inv ag: inverse agonists of MOR-DOR heterodimerization, primary screen, cell-based, luminescence | cell-based MOR-DOR heterodimer luminescence, inverse agonism | AID 504357, 2011 | inhibition, % at 9.3 µM | Mu-type opioid receptor (Homo sapiens) + Delta-type opioid receptor (Homo sapiens), … | actives 0.21% (n = 340,000); in the data active means inhibition above about 22%, passing the limit was not always enough;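 further: 0% = cells with DMSO and 100% = wells without cells with DMSO; values of inactives mirror those of a sister screen read the other way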
HTR5A ag ctr: HTR5A agonists in luminescence cell assay, primary screen, counter-screen for OPRM1-OPRD1 heterodimer agonist project, full-deck HTS; 5-hydroxytryptamine receptor 5A (Homo sapiens), P47898; cell-based; activation, % at 9.3 µM; actives 0.61% (n = 340,000); AID 504692, 2011; in the data active means activation mostly above about 9.5%, no sharp cut-off; inactive means mostly below about 7.6%;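 further: 0% = cells with vehicle only and 100% = reference agonist; strong numbers were not always called active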
Target sequence (P47898 whole entry, looked up): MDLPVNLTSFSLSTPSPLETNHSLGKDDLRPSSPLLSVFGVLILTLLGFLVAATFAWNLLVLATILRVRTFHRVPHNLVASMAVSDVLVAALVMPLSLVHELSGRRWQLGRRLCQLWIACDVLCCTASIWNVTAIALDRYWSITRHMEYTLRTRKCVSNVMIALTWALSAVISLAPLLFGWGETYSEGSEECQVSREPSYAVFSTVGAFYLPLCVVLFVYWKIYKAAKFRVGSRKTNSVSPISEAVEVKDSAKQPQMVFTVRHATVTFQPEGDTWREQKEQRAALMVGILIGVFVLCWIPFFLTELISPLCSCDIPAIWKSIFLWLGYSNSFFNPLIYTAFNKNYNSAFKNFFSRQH
OPRM1-OPRD1 ag: agonists of OPRM1-OPRD1 heterodimerization, primary screen, cell-based, luminescence; Mu-type opioid receptor (Homo sapiens) + Delta-type opioid receptor (Homo sapiens), …; cells; activation, % at 9.3 µM; actives 0.3% (n = 340,000); AID 504326, 2011; in the data active means activation above about 18%;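 further: 0% = vehicle-treated cells and 100% = reference agonist; values of inactives mirror those of a sister screen read the other way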
C-LANA FP: inhibitors of KSHV C-LANA binding to DNA, primary screen, biochemical, fluorescence polarization, FAM-LBS DNA, MBP-C-LANA, single point. actives 0.078% (n = 340,000). inhibition, % at 9 µM. Kaposi's sarcoma herpesvirus LANA C-terminal domain (residues 932-1162) DNA binding;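 active means highest replicate inhibition at or above 60% at 9 µM, even if other replicates fall short; inactive means all replicates below 60% inhibition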;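 further: 0% = neutral control wells and 100% = 4 µM acridine orange control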
Keap1 Nrf2 FP: Keap1-Nrf2 protein-protein interaction inhibitors, primary screen, biochemical, fluorescence polarization, single point. Kelch-like ECH-associated protein 1 (Homo sapiens), Q14145. Keap1 Kelch-Nrf2 peptide fluorescence polarization, 1536-well. inhibition, % at 9.4 µM. actives 0.15% (n = 340,000); in the data active means inhibition above about 12%;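 further: human Keap1 Kelch domain with fluorescein labeled Nrf2 9mer peptide probe; 0% = neutral control wells and 100% = peptide positive control; higher means more block of Keap1 binding to Nrf2 peptide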
Target sequence (Q14145 whole entry, looked up, the tested form may be a part): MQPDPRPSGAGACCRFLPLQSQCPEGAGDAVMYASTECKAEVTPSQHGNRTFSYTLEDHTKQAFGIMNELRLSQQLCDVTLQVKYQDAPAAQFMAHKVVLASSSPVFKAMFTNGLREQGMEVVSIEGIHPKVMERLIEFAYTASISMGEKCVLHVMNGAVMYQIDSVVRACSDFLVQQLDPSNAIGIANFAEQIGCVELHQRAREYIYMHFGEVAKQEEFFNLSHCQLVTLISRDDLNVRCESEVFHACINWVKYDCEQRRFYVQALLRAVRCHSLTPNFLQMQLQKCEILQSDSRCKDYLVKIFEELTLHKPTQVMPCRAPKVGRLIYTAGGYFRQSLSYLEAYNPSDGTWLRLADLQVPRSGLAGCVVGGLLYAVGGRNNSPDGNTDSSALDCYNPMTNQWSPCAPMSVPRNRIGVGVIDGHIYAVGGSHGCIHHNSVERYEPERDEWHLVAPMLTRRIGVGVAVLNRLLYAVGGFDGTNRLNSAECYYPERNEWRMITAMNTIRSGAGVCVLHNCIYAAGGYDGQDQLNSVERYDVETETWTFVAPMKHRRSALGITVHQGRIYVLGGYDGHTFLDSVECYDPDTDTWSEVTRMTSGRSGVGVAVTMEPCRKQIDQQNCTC
HTR5A inv ag: HTR5A inverse agonists in luminescence cell assay, primary screen, counter-screen for OPRM1-OPRD1 heterodimer inverse agonist project, full-deck HTS. HTR5A cell line, inverse agonism. 5-hydroxytryptamine receptor 5A (Homo sapiens), P47898. actives 0.083% (n = 340,000). inhibition, % at 9.3 µM; in the data active means inhibition mostly above about 23%, no sharp cut-off; inactive means mostly below about 18%;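 further: 0% = cells with DMSO and 100% = no-cell wells with DMSO; some compounds called inactive have numbers as strong as hits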
CAL PDZ FP: untagged CAL PDZ binding inhibitors, primary screen, biochemical, fluorescence polarization, HTS | actives 0.92% (n = 300,000) | inhibition, % at 24.9 µM | Golgi-associated PDZ and coiled-coil motif-containing protein (Homo sapiens), Q9HD26 | purified CAL PDZ, TMR-peptide fluorescence polarization, 1 h;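 active means mean inhibition of at least 30% with at least half of replicates also reaching 30%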;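 further: 0% = DMSO neutral control and 100% = excess unlabeled competitor peptide PRC23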
V-ATPase pH: regulators of yeast V-ATPase proton pumping, primary screen, pHLuorin cytosolic pH fluorescence. actives 0.37% (n = 350,000). AID 504577, 2011. S. cerevisiae. response, % at 10 µM; in the data active means response mostly above about 7.3%, no sharp cut-off; inactive means mostly below about 5.4%; further: actives read high; inactives centre near 0; some compounds called inactive have numbers as strong as hits; reference of the scale not given here
Active calls of the source: *; x = no result given.

SMILES	Cardiac RTF inh	RTF Ca sens act	MOR-DOR inv ag	HTR5A ag ctr	OPRM1-OPRD1 ag	C-LANA FP	Keap1 Nrf2 FP	HTR5A inv ag	CAL PDZ FP	V-ATPase pH
Cc1noc(C)c1COc1ccccc1C(=O)N1CCN(S(=O)(=O)c2ccccc2F)CC1	-12	5	5	-1	-0.7	-1.5	-6	11	-7	2
CCOC(=O)N1CCN(c2c(N3CCN(c4ccc(F)cc4)CC3)c(=O)c2=O)CC1	1	-2	12	7	-2.2	1.1	-5	-22	0	-1
COCCNC(=O)c1oc2ccc3c(c2c1C)C(O)CC(C)(C)O3 (stereo unspecified)	-3	5	5	0	-1.0	x	-3	0	-3	0
Cn1c(CC(=O)Nc2ccccc2)nnc1SCC(=O)NC1=NCCS1	-5	3	-4	-1	0.6	0.4	-7	-14	-2	-3
COC(=O)C(C(=O)OC)C(C(C)C)C(C(=O)OC)C(=O)OC	-3	-3	11	2	-2.6	2.2	0	-14	-8	-3
O=C(CCC(=O)N(CC(=O)NC1CCCC1)Cc1ccccc1Cl)Nc1nccs1	6	4	-1	1	0.2	0.6	3	-18	-4	-1
COCCNC(=O)C(=O)NCC1OCCCN1S(=O)(=O)c1cccs1 (stereo unspecified)	-3	-1	9	-4	-1.8	2.6	-4	6	-2	-2
Cc1cc(/C=C(/C#N)C(=O)O)c(C)n1-c1cccc2ccccc12	-3	1	18	-3	-3.9	1.7	-5	10	-10	0
Cc1ccc(NC(=O)c2cccs2)cc1NC(=O)c1ccco1	-3	6	7	3	-1.3	0.7	2	-11	0	-2
CCOC(=O)c1ccc2c(c1)nc(SC/C(O)=C(\C#N)c1nc3ccccc3[nH]1)n2CC	-2	-4	3	2	-0.5	2.0	-8	-18	4	-3
COc1ccc(NC(=O)CSc2ncnc3c2sc2ccccc23)c(OC)c1	1	-6	17	-8	-2.8	0.1	1	20	1	0
CC1=NN(c2ccc(Cl)c(C(=O)O)c2)C(=O)/C1=C\c1ccc(-c2ccc(C(=O)O)cc2)o1	7	-5	21	-1	-4.2	4.5	-1	4	-1	-1
NC(=O)c1ccc(Cc2ncc(C(F)(F)F)cc2Cl)s1	-12	-1	7	2	-1.5	-2.1	-1	-5	-1	-5
Cn1nnnc1SCC1=C(C(=O)O)N2C(=O)C(NC(=O)C3CC3c3ccccc3)C2SC1 (stereo unspecified)	-17	5	11	-1	-2.1	1.7	-11	-29	x	-3
Nc1ccc(S(=O)(=O)N2CCC(Cc3ccccc3)CC2)cc1	-1	-2	-6	0	1.4	-2.7	0	0	-1	1
O=C(COC(=O)c1c(Cl)cccc1Cl)Nc1cc(Cl)ccc1Oc1ccccc1	2	0	-8	1	1.1	1.1	1	-3	-1	-1
COc1ccc(CNS(=O)(=O)c2c(C)[nH]c(C)c2C(=O)N2CCCCC2)cc1	-13	-4	5	3	-0.9	2.1	0	-10	-2	2
Cc1csc2nc(O)c(C(=O)NCCN3CCOCC3)c(=O)n12	-1	-1	7	4	-1.1	-0.2	-4	-21	-2	5
CSc1ccc(C(=O)C2CCCN(C(=O)c3cc(C)n(C)n3)C2)cc1 (stereo unspecified)	1	-5	11	-1	-2.2	-0.9	-4	3	0	0
Cc1cc(C)cc(C(=O)NC(=S)Nc2ccc3[nH]c(=O)[nH]c3c2)c1	4	-6	1	5	-0.1	1.2	-5	-2	-1	-11
COc1ccc2c(c1)SCCC2=O	-10	2	2	4	-0.4	0.4	2	2	0	-6
CCCCN(CC)CCCNC(=O)c1cc2c(=O)n(C)c3ccccc3c2n1C	-7	2	11	-3	-2.1	-1.4	-4	9	-2	-4
O=C1c2ccccc2-c2cccc(C(=O)N3CCN(C(=O)c4ccccc4)CC3)c21	-23	2	7	-2	-1.5	-0.5	-8	4	1	-5
O=C(OCc1ccccc1)N1CCC2CC1c1cc(NCCc3ccccc3)ccc12 (stereo unspecified)	-2	-5	-6	-4	1.3	0.2	4	15	2	0
Cc1ccc(S(=O)(=O)N2CCC(=O)N(CCOC(=O)Nc3cc(C)cc(C)c3)CC2)cc1	-7	4	10	-6	-1.8	-3.0	2	15	-1	1
Cc1nnc(NS(=O)(=O)c2ccc(F)cc2)s1	3	-2	2	0	-0.3	2.5	-3	20	-3	5
COc1ccc(C)cc1S(=O)(=O)n1nc(C)cc1C	3	0	15	6	-3.1	0.1	-1	-19	-2	0
O=C(Cc1ccc(Cl)cc1Cl)Nc1ccncc1Cl	3	3	-8	3	1.4	-0.3	-4	7	-3	-2
C/C(=N\Nc1ccc(Cl)c(C(=O)O)c1)c1cccc([N+](=O)[O-])c1	-20	0	19	0	-3.6	-3.2	-6	10	-3	-3
CC1CC(C)CN(C(=S)Nc2ccc3nc4n(c(=O)c3c2)CCCCC4)C1 (stereo unspecified)	-1	-4	9	3	-1.6	-0.8	-5	-12	-3	-4
O=[N+]([O-])c1cccc(-c2csc(N/N=C/c3cccc(O)c3)n2)c1	-6	-2	-47	4	8.1	0.8	-3	-11	1	-1
O=C(Nc1ccc2ncccc2c1)c1cccc(Br)c1	2	1	1	5	-0.2	-1.0	-1	9	-3	-2
CCOC(=O)c1c(-c2ccc(F)cc2)csc1NC(=O)C1CCCO1 (stereo unspecified)	-22	-4	-27	3	5.4	-0.1	-1	4	-5	5
Cc1cc(N/N=C/c2ccc(O)cc2O)nc(-c2ccccc2O)n1	-10	-3	-71	8	12	0.9	2	-21	-3	-1
Cc1ccccc1/C=N/n1c(-c2cc(-c3ccccc3)n[nH]2)n[nH]c1=S	-3	-2	-48	-1	9.4	0.0	-4	5	x	-1
Cc1ccc(C(c2nnnn2C2CCCC2)N2CCN(c3nc4ccccc4s3)CC2)cc1 (stereo unspecified)	1	-5	5	-5	-0.9	-1.7	0	-42	-4	-2
CCn1c(COc2ccc(C)cc2)nnc1SCC(=O)NCc1ccco1	1	5	15	-2	-3.2	0.3	-7	-23	-4	1
CCOC(=O)c1c(NC(=O)c2noc(C)c2[N+](=O)[O-])sc(C(C)=O)c1C	10	-6	-4	4	0.9	-1.4	1	7	-4	-1
Cc1nc2scc(C)n2c(=O)c1S(=O)(=O)N1CCN(c2ccccc2F)CC1	-6	0	6	3	-1.1	-0.3	-2	16	8	-1
CC(C)(C)NC(=O)C(c1ccncc1)N(C(=O)c1csnn1)c1ccccc1 (stereo unspecified)	5	-7	9	4	-1.4	-1.4	-2	-6	-1	2
O=C(O)CC(CC(=O)Nc1ccccc1C(=O)O)c1ccccc1 (stereo unspecified)	7	12	7	7	-1.2	0.3	-4	-18	-5	0
Fc1ccccc1Nc1nc(-c2ccncc2)nc2ccccc12	5	-10	-2	-4	0.3	0.9	-3	9	-3	-4
CC(C)(C)NC(=O)C1CC(=O)OC1(C)C (stereo unspecified)	-10	4	3	0	-0.5	-0.1	-1	-25	-1	-4
CCOC(=O)N1CCC(NC(=O)c2ccc3c(c2)N(C)CCS3)CC1	-5	1	-9	6	1.7	1.1	-7	-17	-7	-2
COc1ccc(CNC(=O)c2sccc2C)cc1	3	-6	16	-2	-2.9	-1.3	-9	5	2	-4
CC(=O)c1cccc(Nc2cc(C)nc3c(C)cccc23)c1	-1	-4	0	2	0.0	-1.9	-3	17	-6	1
S=c1[nH]nc(C23CC4CC(CC(C4)C2)C3)n1Cc1ccco1	-15	-4	-11	-2	2.1	0.6	-4	6	0	0
COc1ccc(C2C(C(=O)c3ccco3)=C(O)C(=O)N2CCOCCO)cc1OC (stereo unspecified)	-1	-3	6	8	-1.2	-1.2	-4	0	2	-5
Cc1ccc(C(=O)C2CCN(CC(=O)NC3CCCC3)CC2)cc1	-16	-3	-15	1	2.0	-1.1	-4	-3	x	-8
COCc1c(C(=O)Nc2ccc(Cl)cc2F)oc2ccccc12	-1	-1	-11	8	2.0	1.2	-1	-26	x	-2
CCC(=O)Nc1sc2c(c1C(N)=O)CCC2	-7	7	-5	0	0.9	-0.1	-2	-6	x	1
O=C(Nc1ccc(Cl)c(Cl)c1)N1CCSC1c1ccco1 (stereo unspecified)	-2	-1	-20	5	3.4	-2.9	-7	-13	-16	-2
Cc1nnc(SCC(=O)N2c3ccccc3CC2C)s1 (stereo unspecified)	-6	-4	-12	0	2.2	1.2	-1	0	-5	-4
Cc1nnc(-c2ccc(Oc3ccc(C)c(C)c3)c([N+](=O)[O-])c2)o1	13	-2	-26	8	5.3	0.7	-8	-8	-2	-1
O=C(O)CCNS(=O)(=O)c1ccc(Oc2ccccc2)cc1	-2	1	-3	2	0.6	0.4	-5	-24	x	x
COCCCNC(=O)C[C@H]1C[C@H](C(=O)N(C(C)C)C(C)C)[C@@]2(C)c3[nH]c4ccc(Cl)cc4c3CCN2C1=O	1	-2	10	-2	-2.0	1.6	-6	8	-1	-3
CN1C=CC=C/C1=C1\SC(=S)N(CC(=O)O)C1=O	-7	-1	9	-1	-1.9	-0.6	-5	2	-2	0
Cc1ccc(C(=O)Nc2ccc3c(c2)OCCO3)c(Cl)c1	-6	-5	2	-1	-0.4	-1.9	4	3	2	-4
COC(=O)C(O)(CC(=O)Nc1ccccc1OC)C(F)(F)F (stereo unspecified)	6	-10	9	4	-1.5	1.0	-1	-23	4	6
CCn1c(-c2csc(C(C)C)c2)n[nH]c1=S	12	3	21	3	-3.9	0.3	3	14	-1	2
(cont.)
SMILES	Cardiac RTF inh	RTF Ca sens act	MOR-DOR inv ag	HTR5A ag ctr	OPRM1-OPRD1 ag	C-LANA FP	Keap1 Nrf2 FP	HTR5A inv ag	CAL PDZ FP	V-ATPase pH
CCOc1ccccc1CN1CCN(C2CCSCC2)CC1CCO (stereo unspecified)	-1	1	6	-1	-1.2	0.8	0	2	6	-2
O=C1CC(Cc2ccc(Cl)cc2)C(=O)N1c1cc(Cl)ccn1 (stereo unspecified)	-3	1	16	5	-3.3	14	41*	-14	-2	1
Cc1cccc(C(=O)n2c(=S)nc3cc(C)ccn32)c1	4	4	-50	3	10	1.0	3	-28	1	0
CCOCCCNC(=O)CN1C(=O)/C(=C/c2ccccc2)Sc2ccccc21	1	-2	-8	1	1.6	4.2	2	9	-1	1

High-throughput results as filed in PubChem.

Not a hit list, and some 2.8% of all compounds hit somewhere here.
